Screening results from PubChem BioAssay.
mouse EphA4 binding: EphA4 ligand-binding antagonists – biochemical, colorimetric, mouse EphA4, primary screen (AID 689); inhibition, % at 10 µM, or IC50 in µM where a hit was titrated; EphA4-AP binding to KYL peptide, pNPP A405; higher % means a stronger effect; 62,000 tested, 0.1% active; in the data active = a potency from the dose series; inactive = the rest, 99 in 100 with inhibition below about 22%
Active calls of the source: *.

Preview:
SMILES | mouse EphA4 binding
COc1ccc(/C(O)=C2/C(=O)C(=O)N(CCCC(=O)O)C2c2ccc(OC)c(OC)c2)cc1 (configuration not stated) | 0%
Cc1noc(C)c1CSc1nc2ccccc2n1C | -6%
Cc1ccc(CNC(=O)C2CCC(=O)N2CCc2ccccc2)cc1 (configuration not stated) | -3%
O=C(Oc1ccccc1)c1c(Cl)cccc1P(=O)(O)O | -16%

Main list (from the top)
SMILES | mouse EphA4 binding
COc1ccc(/C(O)=C2/C(=O)C(=O)N(CCCC(=O)O)C2c2ccc(OC)c(OC)c2)cc1 (configuration not stated) | 0%
Cc1noc(C)c1CSc1nc2ccccc2n1C | -6%
Cc1ccc(CNC(=O)C2CCC(=O)N2CCc2ccccc2)cc1 (configuration not stated) | -3%
O=C(Oc1ccccc1)c1c(Cl)cccc1P(=O)(O)O | -16%
CCCc1nnc(NC(=O)CN2CCOCC2)s1 | -8%
Cn1c(SCC(=O)NCc2ccccc2)nnc1C1CC1 | -7%
COc1ccc(OC)c(S(=O)(=O)n2c(C)nc3ccccc32)c1 | 19%
COc1ccc(-c2c(C(C)=O)c(C)nc3sc4c(=O)n(-c5ccc(C)cc5)nnc4c23)cc1 | -10%
CC(=O)Nc1ccc(C(=O)Nc2ncc([N+](=O)[O-])s2)cc1 | -7%
CCOC(=O)c1ccc(NC(=S)NCC(O)c2ccccc2)cc1 (configuration not stated) | -13%
O=C(O)CC1(Cc2nc(-c3cccs3)no2)CCCC1 | -6%
O=C(COc1ccccc1)Nc1ccccc1C(=O)Nc1ccc(C(=O)O)cc1 | -2%
O=C(Nc1nc(-c2ccccn2)cs1)c1ncc(Cl)c(Cl)c1Cl | -7%
Cc1ccc(C(=O)Nc2ccc(N3CCOCC3)cc2)cc1 | -2%
COc1cccc(/C=N/N2C(=O)C3C4c5ccccc5C(c5ccccc54)C3C2=O)c1OC (configuration not stated) | -14%
COC(=O)c1ccc(/C=C(\C#N)c2nc3ccccc3s2)cc1 | -4%
COC(=O)C1=NN(c2ccccc2)C2(S1)SC(C(C)=O)=C(C)N2c1ccccc1 (configuration not stated) | -12%
CON(c1nc(Cl)nc(N(C)C)n1)S(=O)(=O)c1ccccc1Cl | -3%
Cc1ccc(OCCOc2cccc(C=O)c2)cc1C | 18%
CCN(CC)C(=O)C1CCCN(Cc2cccc(F)c2)C1 (configuration not stated) | -23%
CCOC(=O)c1c2ccc(OCC(=O)N/N=C/c3ccc(Cl)cc3)cc2n2ccccc12 | -11%
CCOC(=O)C(CC)n1cnc2c(nnn2-c2ccc(C)cc2)c1=O (configuration not stated) | -6%
CCOc1ccc(-n2nc3ccc(NC(=S)NC(=O)c4ccco4)cc3n2)cc1 | -3%
CCN(Cc1ccccc1)C(=O)CSc1nc(C)cc2c1C(=O)OC2 | -2%
COc1ccc(C=O)cc1COc1ccc(F)cc1F | 1%
CCOC(=O)C1=C(CSc2nc3ccccc3s2)NC(=O)NC1c1cccc([N+](=O)[O-])c1 (configuration not stated) | 0%
CC(=O)Nc1cc2c(cc1C(=O)c1ccccc1)OCCO2 | -15%
O=C(Nc1cccc(OC(=O)c2ccco2)c1)c1ccco1 | -11%
CCOc1ccc(OCC)c(NC(=O)CSc2nc3c(c(=O)n(C)c(=O)n3C)n2C(C)C)c1 | 14%
c1ccc(-c2cn3c(n2)CCc2ccc4cccnc4c2-3)cc1 | 4%
CCN(CC(=O)Nc1ccc2c(c1)OCCO2)c1nc(-c2cccnc2)nc2ccccc12 | 2%
O=C(/C=C/c1ccc([N+](=O)[O-])cc1)NCc1cccnc1 | -6%
Cc1ccc2nc(-c3ccc(NC(=S)NC(=O)c4ccco4)cc3)sc2c1 | 19%
Cn1nc(C(F)(F)F)c(C(=O)Nc2ccc(F)cc2F)c1Oc1cccc(Cl)c1 | 6%
O=C(CSc1nnc(CCCO)n1-c1ccccc1)Nc1nccs1 | -11%
CSc1ccc(C#N)cc1NC(=O)c1cccc(Cl)c1 | -6%
CCOc1ccccc1Nc1nc(-c2sc(NC(=O)c3ccc([N+](=O)[O-])cc3)nc2C)cs1 | 18%
Cn1cc(-c2nc3ccccc3[nH]2)c2ccccc21 | 1%
CCc1nc(N)c(C#N)c(-c2ccc(F)cc2)c1C | -15%
COc1ccc(CN2CCN(C(=O)c3cccs3)CC2)c(OC)c1OC | -5%
O=C(Cc1cccc2ccccc12)Nc1ccc2oc(-c3ccccc3)nc2c1 | -9%
Cc1ccc(SCC(=O)NC(=O)NCc2ccco2)cc1C | -1%
O=C(/C=C/c1ccccc1[N+](=O)[O-])c1ccccc1 | 11%
CCOC(=O)c1c(C)[nH]c(C)c1C(=O)CSc1nnc(-c2cc(OC)c(OC)c(OC)c2)o1 | -15%
COc1ccc(Nc2ncnc3sc(-c4ccccc4)cc23)cc1 | -7%
Cc1c(CCNC(=O)c2ccccc2F)c2ccccc2n1Cc1ccccc1 | 3%
CC(C)(C)c1ccc(O)c(N)c1 | -2%
CC1CCc2c(sc(NC(=O)c3ccccc3)c2C(N)=O)C1 (configuration not stated) | 5%
O=C(NCc1ccc2c(c1)OCO2)c1cccc(N2CCCC2=O)c1 | -10%
COc1ccc(-c2noc(C3CCCN(C(=O)c4ccccc4OC)C3)n2)cc1OC (configuration not stated) | -2%
O=C(Nc1ccc(Cl)cc1)N(Cc1nnc2n1CCCCC2)c1ccccc1 | -5%
O=C(CN1C(=O)NC(Cc2ccccc2)C1=O)NC(=O)NC1CCCCC1 (configuration not stated) | -4%
COCc1nnc(NC(=O)c2ccc(S(=O)(=O)N3CCCCCC3)cc2)o1 | -13%
CC(C)C(C(=O)Nc1ccc(N2CCOCC2)cc1)N1C(=O)c2ccccc2C1=O (configuration not stated) | -2%
COc1ccc(C(=O)NCC(=O)OCC(=O)NC(=O)NC2CCCCC2)cc1OC | -20%
COc1cnc(-c2ccccn2)nc1Oc1ccc(Cl)c2ccccc12 | -10%
Cc1c(OCc2ccc(F)cc2)ccc2c1oc(=O)c1ccccc12 | -4%
C/C(=N/OC(=O)c1ccc(F)cc1)c1ccc(C)cc1 | -9%
CCCn1nc2cc(C(=O)N(CC)c3ccc(OC)cc3)ccc2c1OCC | -16%
N/C(=N\OC(=O)c1cccc(Br)c1)c1ccc(Br)cc1 | -13%

A few values from the list.
Result for CCOc1ccccc1Nc1nc(-c2sc(NC(=O)c3ccc([N+](=O)[O-])cc3)nc2C)cs1 under mouse EphA4 binding: 18%
Result for CSc1ccc(C#N)cc1NC(=O)c1cccc(Cl)c1 under mouse EphA4 binding: -6%
Result for O=C(CN1C(=O)NC(Cc2ccccc2)C1=O)NC(=O)NC1CCCCC1 (configuration not stated) under mouse EphA4 binding: -4%
Result for CCCn1nc2cc(C(=O)N(CC)c3ccc(OC)cc3)ccc2c1OCC under mouse EphA4 binding: -16%
Result for CCc1nc(N)c(C#N)c(-c2ccc(F)cc2)c1C under mouse EphA4 binding: -15%

Following part
SMILES | mouse EphA4 binding
COc1ccc(NC(=O)CN(C)S(=O)(=O)c2ccccc2)cc1 | 1%
CC(C)Cn1c(-c2ccco2)csc1=Nc1cccnc1 | 18%
O=C(COc1ccccc1)OCc1cc2ccccc2[nH]c1=O | -9%
O=C(Cc1ccc(F)cc1)NCCc1ccccc1 | -23%
O=C(CN1CCN(c2ccccc2)CC1)c1ccc2cc[nH]c2c1 | 5%
COC(=O)/C=C/S(=O)(=O)c1ccc(NC(C)=O)cc1 | -2%
Nc1n[nH]c(-c2ccc(F)cc2)n1 | -1%
COc1ccc(-c2cc(C(=O)N3CCCCC3)no2)cc1OC | -2%
CCCCCSc1nc2c(c(=O)[nH]c(=O)n2C)n1C | -2%
CC(C)NC(=O)COc1ncnc2sccc12 | -6%
C=C(C)CSc1nc2c(cc1C#N)CCC2 | 5%
CCCCOC(=O)COc1cc2oc(=O)c3c(c2cc1Cl)CCC3 | -4%
COc1cc(O)oc1C=Nc1ccc(Oc2ccccc2)cc1 | -1%
BrC(/C=N/Nc1nc(N2CCOCC2)nc(N2CCOCC2)n1)=C/c1ccccc1 | 11%
CCCOc1ccc(Cc2nn[nH]n2)cc1 | -11%
CC(=O)Oc1ccc(C(=O)Nc2nccs2)cc1 | -4%
Cc1ccc(/C=N/NC(=O)c2ccc(C(=O)N/N=C/c3ccc(C)s3)o2)s1 | -8%
NCCCCCNC(=O)/C=N\O | -11%
C(=N\N1CCN(C2c3ccccc3-c3ccccc32)CC1)/c1ccccn1 | -9%
COc1ccc(NC(=O)CS(=O)CC(=O)NCc2cccc(C(F)(F)F)c2)cc1 (configuration not stated) | -3%
Cc1ccccc1C(=O)Nc1ccccc1-c1nnn(CC(=O)Nc2ccc3c(c2)OCCO3)n1 | -2%
COc1ccc(N2C(=O)NC3CC2(C)Oc2ccc(Cl)cc23)cc1OC (configuration not stated) | -2%
Cc1cc(NS(=O)(=O)c2ccc(NC(=O)CCc3ccccc3)cc2)no1 | 4%
CC(c1ccccc1C(O)c1ccccc1)N(C)C (configuration not stated) | -10%
COc1cc(-c2nnc(SCC(=O)c3ccccc3)o2)cc(OC)c1OC | 5%
COc1ccc(CC(=O)Nc2ccc(Cl)c(C(F)(F)F)c2)cc1OC | 3%
COCCNc1c2c(nc3c(-c4ccccc4)c(C)nn13)CCCC2 | -13%
CC(=O)N(Cc1c(C)nn(-c2ccccc2)c1Cl)c1ccc(Cl)cc1 | -17%
Cc1ccc(S(=O)(=O)NCCOc2ccccc2)cc1[N+](=O)[O-] | 13%
Cn1nnnc1SCC(=O)NCC(=O)c1ccccc1 | -2%
CCOc1ccccc1NC=C1C(=O)OC(C)(C)OC1=O | 13%
COc1ccc(C(C)=O)cc1COC(=O)Cn1cnc2ccccc2c1=O | -11%
C=CCNc1ncnc2ccc(Br)cc12 | 10%
COC(=O)c1c(N)sc(C(C)=O)c1C | -12%
Cn1cccc1C(=S)N=P(C1CCCCC1)(N1CCOCC1)N1CCOCC1 | -2%
COc1cc(C(=O)Nc2ccc(NC(=O)c3ccco3)nc2)cc(OC)c1OC | -11%
Oc1ccc(Oc2ccc3c(C(F)(F)F)cc(C(F)(F)F)nc3n2)cc1 | -9%
Cc1ccc(OCc2nn3c(-c4ccco4)nnc3s2)cc1 | 2%
CCCNc1nc2c(c(=O)[nH]c(=O)n2C)n1CCCc1ccccc1 | -11%
COCCCN1C(=O)C(=O)/C(=C(/O)c2ccc3c(c2)OCCO3)C1c1ccc(C(=O)OC)cc1 (configuration not stated) | -6%
CNc1oc(-c2ccc(Cl)cc2)nc1C#N | 5%
COCCN=C1Sc2nc3c(C)cccc3cc2CN1Cc1ccco1 | -11%
Cc1cc(-c2ccco2)n(CC(=O)NCc2ccco2)n1 | 2%
CSc1ncc(Cl)c(C(=O)O)n1 | -11%
CCC(=O)N1CCc2cc(S(=O)(=O)N3CCc4ccccc4C3)ccc21 | -15%
Cc1[nH]c(=O)[nH]c(=O)c1CSc1nnc([C@H](CC(C)C)NC(=O)OC(C)(C)C)o1 | 2%
N#Cc1nc(COc2ccccc2F)oc1NCCCn1ccnc1 | -16%
O=C(NCc1ccco1)C1CC2CCC1C2 (configuration not stated) | 9%
N#Cc1nc(-c2ccco2)oc1N1CCN(Cc2ccccc2)CC1 | -8%
CC1=NN(c2ccc(C)cc2C)C(=O)C1C(c1ccccc1)C1C(=O)N(c2ccc(C)cc2C)N=C1C (configuration not stated) | -13%
O=C(CN1CCN(c2ccccn2)CC1)NC1CCCC1 | -7%
CCOc1ccc(S(=O)(=O)N2CCN(C(=O)c3sccc3C)CC2)cc1 | -9%
CN(C)c1ccc(/C=C2\C(=O)NC(=S)N(c3ccc(Br)cc3)C2=O)cc1 | -13%
CCN1C(=O)CC(n2c(C)nc3ccccc32)C1=O (configuration not stated) | 0%
O=C1CC(=O)NC(SCC(=O)Nc2nc3ccccc3s2)=N1 | -1%
CC(=NCc1cccnc1)C1=C(O)c2ccccc2C1=O | 10%
CCc1cc(OCCOCCN(C)CCO)ccc1Cl | -3%
O=S(=O)(c1ccc(OCC(O)CN2CCN(c3ccc(F)cc3)CC2)cc1)N1CCOCC1 (configuration not stated) | -4%
O=C(COC(=O)C1CC2C=CC1C2)NCc1ccco1 (configuration not stated) | 37%
COc1ccc(N2CCN(C(=O)CSc3nnc4c5cc(C)ccc5n(C)c4n3)CC2)cc1 | -6%

Continuation:
SMILES | mouse EphA4 binding
COc1ccc(C2CC(c3ccc(Cl)cc3)n3nc(N)nc3N2)cc1 (configuration not stated) | 2%
CC1CN(C(=O)CN2C(=O)NC3(CCCCCCC3)C2=O)CC(C)O1 (configuration not stated) | 1%
COc1cc(OC)c2c(C)cc(=O)oc2c1 | 6%
CC(=O)N1c2ccc3ccccc3c2C(C)CC12CCCCC2 (configuration not stated) | 16%
COc1ccc(/C=C/C(O)=C2/C(=O)N(C)C3(C)CC2c2ccccc2O3)cc1 (configuration not stated) | 8%
CCN1CCN(c2cc(SC(C)C)nc(-c3ccc(OC)cc3)n2)CC1 | 0%
CCCCSc1nc(NCc2ccco2)c2c3c(sc2n1)COC(C)(C)C3 | 12%
N#Cc1ccc(-c2csc(NNC(=O)c3ccccc3)n2)cc1 | -1%
COc1cc(C2Nc3cc(Cl)c(S(N)(=O)=O)cc3S(=O)(=O)N2)cc(OC)c1OC (configuration not stated) | 21%
Cc1ccc(Cn2nc(C)c(NC(=O)c3cc(C)no3)c2C)cc1 | -13%
O=C(Oc1ccnc2cc(Cl)ccc12)N1CCOCC1 | 1%
Cc1ccccc1/C(N)=N/OC(=O)N1c2ccccc2Sc2ccccc21 | -2%
COC(=O)c1nn(-c2ccccc2)c(=O)cc1Oc1ccc(Cl)cc1 | -6%
CCCCNC(=O)CC(NS(=O)(=O)c1ccc(C)cc1)c1ccco1 (configuration not stated) | 5%
COc1ccc(C(=O)COC(=O)CSCc2c(C)noc2C)cc1OC | 5%
CCc1cc2c(C)cc(=O)oc2cc1OC(C)=O | -8%
Fc1ccc(CSc2nnc(-c3cccs3)o2)cc1 | 18%
CCOc1[nH]n(-c2ccc(Cl)cc2)c(=O)c1C=Nc1ccc(OC)cc1 | -11%
O=C(NCCN1CCCC1)C1(S(=O)(=O)c2ccc(Cl)cc2)CC1 | -12%

An excerpt, so the mix of outcomes need not match the whole.
